# Screens deposited in PubChem BioAssay by Broad Institute.
# PglD DTNB: blocks C. jejuni PglD acetyltransferase activity; inhibition, % at 12.5 µM; 360,000 tested, 0.098% active; AID 602405; purified PglD enzyme, DTNB colorimetric CoA detection; in the data active means inhibition above about 16%, passing the limit was not always enough; inconclusive means no clear call, values can overlap the other calls; further: strong numbers were not always called active
# Statin myotox sup: suppression of simvastatin myotoxicity. 330,000 tested, 0.78% active. C2C12 myotubes + simvastatin, ATP luminescence, 48 h; scaled: DMSO 0, geranylgeraniol control 100. rescue of ATP level, % at 7.49 µM. AID 602340;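 active means mean ATP rescue above about 67%, or every replicate alone reaching that limit, limit read from the data, passing the limit was not always enough; inconclusive means no clear call, values can overlap the other calls; inactive means mean under the limit and some replicate under it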;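 further: myotubes were challenged with 10 µM simvastatin during compound exposure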
# GSIS activator: primary screen for activators of insulin secretion dependent on glucose, INS-1E cells, GLuc reporter luminescence; INS-1E GLuc reporter insulin secretion, 2-3 h; activation, % at 16.6 µM; 370,000 tested, 0.61% active; AID 743287;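 active means lowest replicate activation of at least 40%, so every replicate reaches that level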;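 further: 0% = median of neutral control wells and 100% = median of IBMX positive control wells; some compounds called inactive have numbers as strong as hits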
# PAX8 reporter: lowers PAX8-driven luciferase in RMG-I cells; RMG-I TPO-luciferase reporter, SteadyGlo, 24 h; inhibition, % at 12.6 µM; 360,000 tested, 1.2% active; AID 652154;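 active means mean replicate inhibition at least 60% with every replicate also reaching 60%; inconclusive means only one of the two criteria is met; inactive means mean below 60% and not all replicates reaching 60%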;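 further: luciferase light reporting Pax8 driven TPO promoter activity; plate controls were median of neutral control wells for no effect and mitoxantrone controls for full effect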
# LGR2 antag: inhibitors of bursicon-induced Drosophila LGR2 receptor cAMP signaling. HEK293 LGR2, CRE-luciferase, bursicon-stimulated, 4 h. AID 720647. inhibition, % at 9.99 µM. 380,000 tested, 0.35% active;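 active means drop in luminescence signal, shown as inhibition above about 50% in the replicate tests, limit read from the data, passing the limit was not always enough; inconclusive means probably only some replicates passing the limit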;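 further: agonist challenge used bursicon conditioned medium at about half maximal strength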
# Cneo AK release: causes C. neoformans cell lysis; adenylate kinase release luminescence, 4 h; normalised: neutral wells 0, clomiphene wells 100; lysis activity, % at 15 µM; 360,000 tested, 0.2% active;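 active means mean lysis activity across replicates of at least 80%, whatever share of replicates individually reach that level; inactive means mean lysis activity below 80%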
#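 Test system: log-phase Cryptococcus neoformans yeast cells. Input: 5 × 10^6 yeast cells/mL. Medium: fresh YPD growth medium. Doses: single dose. Incubation: static 4 h at 37 °C with compound, 1 h detection. Measured by: luminescent adenylate kinase detection reagent. Read-out: signal increase indicating cell lysis. Benchmarks: Clomiphene.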
# PGC1a acetyl inh: modulators of PGC1a acetylation; U2OS PGC1a acetylation, AlphaScreen anti-acetyl-lysine; with virally co-expressed GCN5 acetyltransferase; AID 651687; inhibition, % at 15.6 µM; 350,000 tested, 0.17% active;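 active means every replicate shows inhibition of at least 40%; inconclusive means mean inhibition at least 40% but some replicate below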;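 further: 0% = neutral control wells and 100% = positive control wells; some results beyond the cut were filed as inactive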
# ARNT-TACC3 inh: disrupts binding between human ARNT and TACC3; AlphaScreen His-ARNT PAS-B/GST-TACC3 binding, luminescence; TACC3 fragment carries E629A point mutation; Q9Y6A5; AID 623870; 390,000 tested, 0.66% active; inhibition, % at 9.99 µM;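 active means mean inhibition of replicates at least 50% and at least half of replicates each reaching 50%; inconclusive means half or more replicates reach 50% but mean below 50%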;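 further: 0% = complete ARNT plus TACC3 wells and 100% = ARNT alone without TACC3; many hits fall short of the cut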
# An asterisk follows results filed as active; u = inconclusive; x = no result given; & = joins results of further samples.
# Value order: PglD DTNB	Statin myotox sup	GSIS activator	PAX8 reporter	LGR2 antag	Cneo AK release	PGC1a acetyl inh	ARNT-TACC3 inh
> O=C(C1CCOCC1)N1C[C@@H]2N[C@H](C1)C2c1ccc(/C=C/c2ccccc2)cc1 (some centres not stated)
 : x	x	2&5	-126&10	9&48	x	1&-4	x
> COc1ccc2c3c([nH]c2c1)[C@@H](CO)N(C(=O)c1ccc(F)cc1)CC31CCN(C(=O)NC(C)C)CC1
 : x	x	-16	11	-24	x	-6	x
> CC(C)(C)NC(=O)CN(C(=O)c1ccc(Cl)nc1)c1cccc2ccccc12
 : 2	x	-18	3	1	-1	-9	-5
> C[C@H](CO)N1C[C@H](C)[C@H](CN(C)S(=O)(=O)c2cccs2)Oc2ccc(NS(=O)(=O)c3ccc(Cl)cc3)cc2C1=O
 : -2	26	-14	11	-15	0	-8	3
> CC(=O)c1ccc(OCC(C)C)c(CN2CCCCC2)c1
 : 0	5	4	x	12	0	-2	1
> CCc1cc(=O)oc2cc(OC3CCCCC3=O)ccc12 (configuration not stated)
 : -7	-7	14	-2	6	-1	5	2
> Cn1c(=O)c2c(nc(Cl)n2CC(=O)N2CCCCC2)n(C)c1=O
 : -3	9	-10	-8	-5	-4	11	-1
> Cc1ccc(S(=O)(=O)N[C@@H]2CC[C@@H](CCNC(=O)c3ccc4c(c3)OCO4)O[C@@H]2CO)cc1
 : 1	-1	-16	1	6	13	-4	-1
> O=C(C[C@H]1CC[C@@H]2[C@H](COC[C@H](O)CN2C(=O)c2ccccc2)O1)N1CCc2ccccc2C1
 : 0	11	20	2	-4	4	2	8
> O=C(Nc1c(Cl)ccc2nsnc12)c1ccc([N+](=O)[O-])o1
 : -3	u	3	42	7	-1	-74	21
> COc1ccc(CN(C)C[C@@H]2Oc3ccc(NC(=O)Cc4cn(C)c5ccccc45)cc3C(=O)N([C@@H](C)CO)C[C@@H]2C)cc1
 : -1	14	-6	-19	7	6	5	1
> O=C(Nc1ccccc1)c1cc(C2CCCN(C(=O)c3cccs3)C2)on1 (configuration not stated)
 : 6	4	20	-67	-73	-2	x	x
> CC1(C)CC(=O)C=C(c2n[nH]nc2-c2ccc(F)c(F)c2)C1
 : 0	-2	-7	6	12	1	4	x
> COc1ccc(Nc2nc(N3CCN(S(=O)(=O)N(C)C)CC3)nc3ccccc23)cc1
 : -7	2	2	12	10	-2	-5	0
> CCc1ccc(N(C(=O)CCC(=O)Nc2cc(C)on2)C(C(=O)NC2CCCC2)c2ccco2)cc1 (configuration not stated)
 : 3	6	x	x	x	-1	-26	0
> O=C(CCC1CCCN(Cc2cccc(Cl)c2)C1)NCc1ccccc1F (configuration not stated)
 : 4	-9	-18	8	-5	1	2	0
> Cc1ccc(CCN2CC(C(=O)NCc3cccnc3)CC2=O)cc1 (configuration not stated)
 : 8	4	-2	5	-34	5	-11	5
> CC(C)(C)c1ccc(/C=N/NC(=O)Cc2c[nH]c3ccccc23)cc1
 : 14	40	x	30	x	4	-7	9
> CN(C)NC(=O)C(NC(=O)c1ccccc1)C12CC3CC(CC(C3)C1)C2 (configuration not stated)
 : 0	x	17	-13	x	0	-9	35
> Cc1ccc(S(=O)(=O)Nc2ccc3c(c2)C(=O)N([C@@H](C)CO)C[C@H](C)[C@@H](CN(C)C(=O)Nc2ccc(C(F)(F)F)cc2)OCCCC[C@H](C)O3)cc1
 : 2	x	23	79*	10	-2	-3	-4
> C[C@@H]1CN([C@@H](C)CO)C(=O)c2cc(/C=C/c3ccccc3)cnc2O[C@@H]1CN(C)C(=O)C1CCC1
 : 5	-4	-14	x	-5	-4	-10	0
> N/C(=N\OC(=O)C1CCCCC1)c1ccc(Br)cc1
 : -1	3	14	-74	0	-7	x	24
> COc1ccc(NC(=O)CC2C(=O)OCC3CCCCN32)cc1Cl (configuration not stated)
 : 1	x	0	-10	-5	-7	-12	1
> COc1ccc(CN(C)C[C@H]2OCCCC[C@H](C)Oc3ccc(NC(=O)CCCN(C)C)cc3C(=O)N([C@H](C)CO)C[C@@H]2C)cc1
 : 1	30	21	-31	-11	-3	12	-6
> COCCCNC(=O)CCn1c(=O)c2ccccc2n(CC(=O)Nc2ccccc2C)c1=O
 : -1	-2	-6	x	7	3	-12	2
> CCCn1c(N)c(C(c2ccc(C(=O)OC)cc2)N2CCN(c3ccccc3)CC2)c(=O)[nH]c1=O (configuration not stated)
 : -4	-7	x	8	x	3	0	-5
> CCCCC1=CC2=CC(=O)C(C)(OC(=O)CC)C(=O)C2=CN1Cc1ccccc1 (configuration not stated)
 : -2	2	5	7	13	-1	4	2
> O=C(O)COc1ccc(/C=N/NC(=O)C(O)(c2ccccc2)c2ccccc2)cc1
 : 8	1	-3	-10	6	1	-6	-5
> COc1cc(OC)cc(C(=O)c2c(C)c(C#N)c3ccccn23)c1
 : -2	-97	8	10	-1	-4	x	5
> CN(C)CCC(=O)N1C/C(=C/c2ccccc2)C(=O)/C(=C\c2ccccc2)C1
 : x	x	-10	x	102*	x	37	9
> CCOC(=O)C1=NN(c2ccc(OC)cc2)C(c2ccccc2)CC1=O (configuration not stated)
 : -2	x	-17	-19	x	0	x	0
> CCCS(=O)(=O)NC(=O)C1(C)CCCN(C(=O)c2cc3ccccc3s2)C1 (configuration not stated)
 : 1	5	3	-16	-12	1	-4	x
> CCCOc1ccc(CC(=O)NCCc2ccccc2)cc1OC
 : -3	-8	11	29	19	-2	-13	x
> CCOC(=O)c1nn(-c2ccc(Cl)cc2)c(=O)c(C#N)c1C
 : 7	6	-4	15	-2	-3	5	-10
> C#CCOc1c(Br)cc(/C=N/O)cc1OCC
 : -2	1	32	x	4	-6	6	-9
> COc1cc(C(=O)NCC(=O)NCCN2C(=O)S/C(=C\c3ccc4c(c3)OCO4)C2=O)cc(OC)c1OC
 : 5	1	0	-4	6	0	-6	1
> CC(=O)Oc1c(-c2ccc(Br)o2)oc2ccccc2c1=O
 : 7	-2	x	13	41	-3	-4	9
> C[C@@H]1CCCCO[C@@H](CN(C)C(=O)Nc2ccc(F)cc2)[C@H](C)CN([C@@H](C)CO)C(=O)c2cc(NC(=O)c3ccccc3)ccc2O1
 : 8	x	-5	-5	3	52	-13	-3
> CCOC(=O)c1[nH]c2ccc(OC)cc2c1NC(=O)CN1CCSCC1
 : -6	-15	x	x	x	1	-4	9
> Cc1c(C#N)c(N)nc(Cl)c1C#N
 : x	x	1	11	0	x	-7	15
> O=C(CCc1ccccc1)N1CCN(Cc2ccc(F)cc2Cl)CC1
 : 1	13	-16	0	6	-1	-3	3
> Cc1ccc(S(=O)(=O)Nc2cc(=O)[nH]c(SCC(=O)Nc3cccc(C)c3)n2)cc1
 : 4	4	-3	-10	11	0	7	5
> CCOC(=O)c1[nH]c2ccc(Br)cc2c1NC(=O)CNC
 : -2	x	x	13	x	-1	-7	-9
> CC(C)(C)N1CC(C(=O)Nc2ccc(S(N)(=O)=O)cc2)CC1=O (configuration not stated)
 : 2	-1	-2	23	2	-1	x	-2
> Cc1ccc(C)c(N2CCN(C(=O)C3CCCN(c4ncnc5c4nc4n5CCCCC4)C3)CC2)c1 (configuration not stated)
 : 5	-10	-14	57	-6	1	x	18
> Cc1cc(C(=O)N/N=C/c2ccccn2)c2ccccc2n1
 : 3	5	-9	3	7	3	3	6
> Cc1noc(C)c1NC(=O)N(C)C[C@@H]1Oc2c(NC(=O)Nc3ccc(F)cc3)cccc2C(=O)N([C@H](C)CO)C[C@@H]1C
 : 3	11	-7	17	3	0	4	-6
> C=CC(=O)N1C/C(=C/c2ccccc2)C(=O)/C(=C\c2ccccc2)C1
 : x	x	50*	80*	100*	x	73*	13
> CC1(C)CC(=O)c2cc(OCC(=O)NCc3cccnc3)ccc2O1
 : -2	-2	2	x	-13	-1	4	-2
> COC(=O)c1ccc(OCC(=O)Nc2nn(-c3ccccc3)nc2C(N)=O)cc1
 : -2	-4	x	x	x	-2	-4	-9
> O=S(=O)(c1ccc(F)c(F)c1F)N1CCN(c2ncnc3sccc23)CC1
 : x	x	6	56	-1	x	x	-3
> CN(Cc1cnn(-c2ccccc2)c1)C(=O)c1cccc(S(=O)(=O)N(C)c2ccccc2)c1
 : -6	-10	-46	16	2	2	-7	x
> S=c1[nH]nc(CN2CCCCC2)n1Cc1ccccc1
 : x	x	2	-6	36	x	x	-2
> O=C(Cc1cccc2ccccc12)N1CCN(c2ncccn2)CC1
 : 0	2	13	3	16	-2	-7	-2
> CC(C)(C)c1ccc(/C=N/NC(=O)C2CCCC2)cc1
 : -6	-35	-26	-109	-52	4	4	4
> CN1CCN(C(=O)/C=C\c2ccc(Cl)cc2)CC1
 : x	x	10	-14	15	x	x	-2
> CCOC(=O)CSc1nc2c(cnn2-c2ccc(Cl)cc2)c(=O)[nH]1
 : -5	-9	13	-3	-14	-1	x	-2
> CC(C)c1ccc(N(CC(=O)NCCSC(C)(C)C)S(C)(=O)=O)cc1
 : -6	10	x	x	x	-2	x	26
> CCCC(=O)c1ccc(N2CCN(S(=O)(=O)c3ccccc3)CC2)c(F)c1
 : 0	16	x	x	x	-1	-3	7
> CCC1CCCCN1CC(=O)c1c(C)[nH]c2cc(C)ccc12 (configuration not stated)
 : -6	0	10	8	1	-1	-2	-3

# Further structures.
# Value order: PglD DTNB	Statin myotox sup	GSIS activator	PAX8 reporter	LGR2 antag	Cneo AK release	PGC1a acetyl inh	ARNT-TACC3 inh
> Cc1ccc2nc(SCC(=O)c3cc(C)n(C)c3C)[nH]c2c1
 : x	x	0	x	12	x	10	-1
> O=C(NCCCn1ccnc1)c1cnn2c1NC(c1ccccc1)CC2C(F)(F)F (configuration not stated)
 : -1	5	-7	x	12	1	-1	1
> COCC(=O)N1[C@H](C(=O)Nc2ccccc2)[C@@H](CO)[C@@H]2Cn3c(ccc(-c4ccccc4)c3=O)[C@@H]21
 : 6	-15	12	x	-1	1	x	-15
> Cc1noc(C)c1S(=O)(=O)Nc1ccc2c(c1)C(=O)N([C@@H](C)CO)C[C@@H](C)[C@H](CN(C)Cc1ccc3c(c1)OCO3)OCCCC[C@@H](C)O2
 : 1	x	2	0	-2	4	13	-1
> Cn1c(CC(=O)Nc2ccccc2Cl)nnc1SCC(=O)Nc1nncs1
 : 26*	2	1	-7	3	-2	2	-7
> COc1ccc(S(=O)(=O)Nc2ccc3c(c2)CC(=O)N([C@H](C)CO)C[C@H](C)[C@H](CN(C)S(=O)(=O)c2ccc(C)cc2)O3)cc1
 : 0	6	-8	-5	-11	-8	-2	-11
> CCN1C[C@@H]2[C@@H]3C(=O)N(Cc4ccccc4)C(=O)[C@@H]3[C@](Cc3ccccc3)(C1=O)N2C(=O)c1ccc(Cl)c(Cl)c1
 : -1	10	-13	31	6	1	-1	-1
> COC(=O)c1ccccc1NC(=O)Cn1c(-c2nonc2N)nc2ccccc21
 : 1	x	x	x	x	-1	-71	-1
> CN(C)c1ccc(C2CC(=O)C=C(Nc3ccccc3N)C2)cc1 (configuration not stated)
 : 4	x	11	-3	-14	1	1	x
> COc1ccc(NC(=O)C[C@H]2C(=O)N(CCc3ccccc3)C[C@@H]2c2ccc(OC)cc2)cc1
 : 2	-1	-17	-21	-11	1	4	x

# Look-ups from the list:
# Cneo AK release with CCc1ccc(N(C(=O)CCC(=O)Nc2cc(C)on2)C(C(=O)NC2CCCC2)c2ccco2)cc1 (configuration not stated) → -1
# GSIS activator with O=C(C[C@H]1CC[C@@H]2[C@H](COC[C@H](O)CN2C(=O)c2ccccc2)O1)N1CCc2ccccc2C1 → 20
